Assay outcomes deposited in PubChem by several laboratories.
LRH-1 inv ag – inverse agonists of human LRH-1 (NR5A2) | O00482 | HEK293T StAR-luciferase reporter, LRH-1 transfected, 24 h | inhibition, % at 3.6 µM | 360,000 compounds, 0.13% hits;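 active means inhibition above the mean inhibition of all tested compounds plus 3 SD, cut at about 73% in these data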;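 further: 0% = DMSO wells and 100% = reporter-only cells lacking LRH-1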
Target sequence (O00482 whole entry, looked up): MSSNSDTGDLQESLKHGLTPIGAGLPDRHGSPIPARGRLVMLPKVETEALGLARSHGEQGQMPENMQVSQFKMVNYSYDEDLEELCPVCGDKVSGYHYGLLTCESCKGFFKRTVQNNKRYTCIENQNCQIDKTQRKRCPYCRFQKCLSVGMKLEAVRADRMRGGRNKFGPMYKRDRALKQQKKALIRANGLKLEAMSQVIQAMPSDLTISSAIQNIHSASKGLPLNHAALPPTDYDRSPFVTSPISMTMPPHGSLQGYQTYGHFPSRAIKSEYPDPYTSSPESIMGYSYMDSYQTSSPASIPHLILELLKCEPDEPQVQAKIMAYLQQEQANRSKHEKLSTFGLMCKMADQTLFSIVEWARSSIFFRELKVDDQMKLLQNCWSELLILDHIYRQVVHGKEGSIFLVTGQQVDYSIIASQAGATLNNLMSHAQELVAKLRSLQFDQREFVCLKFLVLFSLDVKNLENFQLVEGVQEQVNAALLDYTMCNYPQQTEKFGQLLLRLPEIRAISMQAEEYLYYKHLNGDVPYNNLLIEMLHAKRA
NCOA1 inh – inhibitors of human steroid receptor coactivator 1 (SRC1) | Q15788 | 360,000 compounds, 0.12% hits | AID 588354 | inhibition, % at 3.6 µM | HEK293 GAL4-SRC1 luciferase reporter, luminescence;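 active means inhibition above the campaign mean plus 3 SD, with each screening campaign given its own cutoff, cut at about 60% in these data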;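 further: 0% = DMSO treated cells and 100% = gossypol at 36 µM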
SRC2 inh – human SRC2 (NCOA2) inhibition | 370,000 compounds, 0.17% hits | inhibition, % at 9 µM | HEK293 GAL4-SRC2 luciferase reporter, luminescence | AID 651957;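 active means inhibition above the mean inhibition of all tested compounds plus 3 SD, set per campaign, cut at about 52% in these data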;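 further: 0% = DMSO treated cells and 100% = cells given Gossypol at 36 µM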
MC4R antag cAMP – human MC4R antagonism in cAMP assay; AID 540295; inhibition, % at 6.5 µM; MC4R-expressing cells, MTII-stimulated cAMP, LANCE TR-FRET; P32245; 360,000 compounds, 0.48% hits;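 active means inhibition above its plate's cutoff, the mean of tested wells on that plate plus 3 SD, cut at about 29% in these data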;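 further: 0% = Melanotan II alone and 100% = Melanotan II plus saturating MCL0020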
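system = U2OS cells with stable human MC4R expression | also added = Melanotan II challenge after compound preincubation | dosing = one concentration, 6.5 µM nominal | incubation = compound 30 min, challenge 1 h, detection 1 h | measured by = TR-FRET with Eu-cAMP and labeled anti-cAMP, 671 nm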
MC4R ag barr – activates human MC4R beta-arrestin recruitment | P32245 | U2OS MC4R beta-arrestin complementation, luminescence; percent of melanotan II response, DMSO zero | activation, % at 8.9 µM | 360,000 compounds, 0.98% hits | AID 540308;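 active means activation above a per-plate cutoff, the mean activation of sample wells on that plate plus 3 SD, cut at about 8% in these data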
TLR9-MyD88 inh – inhibitors of human TLR9-MyD88 binding; Q9NR96+Q99836; inhibition, % at 4.98 µM; 340,000 compounds, 0.21% hits; CHO BLA complementation TLR9-MyD88, CCF4 FRET ratio;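 active means inhibition above the mean over all tested compounds plus 3 SD, cut at about 21% in these data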;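 further: 0% = DMSO only wells and 100% = clavulanate BLA inhibitor control wells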
ABHD5 PLIN5 PPI – blocks binding of human ABHD5 to perilipin-5; Q00G26+Q8WTS1; Split G. princeps luciferase complementation, luminescence, 4 h; inhibition, % at 4 µM; 360,000 compounds, 0.78% hits; AID 602281;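 active means inhibition above the mean inhibition across every tested compound plus 3 SD, cut at about 22% in these data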;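 further: 0% = DMSO only wells and the 100% control is not disclosed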
NOD2 RIPK2 PPI – blocks binding of human NOD2 to RIPK2 | O43353 | CHO BLA complementation NOD2-RIPK2, CCF4 ratio | inhibition, % at 4.98 µM | 360,000 compounds, 0.38% hits | AID 624267; in the data active means inhibition above about 21%;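 further: 0% = vehicle only and 100% = reference blocker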
NCOA3 inh – inhibitors of human steroid receptor coactivator 3 (SRC3); Q9Y6Q9; HEK293 GAL4-SRC3 luciferase reporter, luminescence; inhibition, % at 3.6 µM; 360,000 compounds, 0.17% hits; AID 588352;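 active means inhibition above a per-campaign cutoff, the mean of all compounds plus 3 SD, cut at about 60% in these data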;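 further: 0% = DMSO-treated cells and 100% = gossypol-treated cells at 36 µM; higher means less SRC3-driven luciferase light from the GAL4 reporter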
LMP1 NFkB inh – reduces LMP1-driven NF-kappaB luciferase signal; AID 504558; inhibition, % at 12.5 µM; 350,000 compounds, 0.69% hits; LMP1-induced NF-kappaB luciferase reporter cells, luminescence; in the data active means inhibition above about 41%;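 further: 0% = neutral control wells and 100% = reference inhibitor control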
NR2F2 inh – NR2F2 (human) inhibition, primary screen. inhibition, % at 8.6 µM. AID 686940. 370,000 compounds, 0.7% hits. P24468. HEK293T NGFI-A luciferase reporter, luminescence;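 active means inhibition above a per-plate cutoff, mean inhibition of test wells between control levels plus 3 SD, cut at about 38% in these data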;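 further: cells cotransfected with COUP-TFII expression vector driving the NGFI-A reporter; 0% = median of COUP-TF2 test wells and 100% = reporter-only cells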
Target sequence (P24468 whole entry, looked up): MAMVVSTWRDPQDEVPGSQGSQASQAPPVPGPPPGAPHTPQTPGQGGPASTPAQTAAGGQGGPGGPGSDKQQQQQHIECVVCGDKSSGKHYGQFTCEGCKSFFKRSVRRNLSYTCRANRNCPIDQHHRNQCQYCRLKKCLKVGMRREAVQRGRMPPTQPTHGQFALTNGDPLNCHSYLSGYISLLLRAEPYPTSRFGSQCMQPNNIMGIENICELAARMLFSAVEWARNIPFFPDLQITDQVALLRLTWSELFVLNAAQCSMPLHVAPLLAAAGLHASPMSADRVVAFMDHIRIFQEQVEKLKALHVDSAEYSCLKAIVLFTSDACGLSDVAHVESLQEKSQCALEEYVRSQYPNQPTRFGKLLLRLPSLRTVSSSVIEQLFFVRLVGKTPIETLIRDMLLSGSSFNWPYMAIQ
Starred values were filed as active, the others as inactive; · = no result given; & = joins results of further samples.

nr | SMILES | MC4R ag barr | LMP1 NFkB inh | ABHD5 PLIN5 PPI | NOD2 RIPK2 PPI | LRH-1 inv ag | NCOA1 inh | TLR9-MyD88 inh | MC4R antag cAMP | NR2F2 inh | NCOA3 inh | SRC2 inh
1 | CCOC(=O)CNC1CC(=O)N(c2cccc(Cl)c2)C1=O (configuration not stated) | 1.3 | 2.9 | -0.7 | 4.0 | 3.2 | -23.9 | -0.1 | 0.7 | 1.0 | -11.5 | -21.2
2 | O=C(NNC(=O)C12CC3CC(CC(Cl)(C3)C1)C2)c1ccncc1 | -3.9 | -4.4 | 8.8 | -3.8 | 6.6 | -5.2 | 2.9 | 10.3 | 5.0 | -3.9 | 8.1
3 | CCOC(=O)C1CCN(C(=O)COc2ccc(Br)cc2Br)CC1 | -3.8 | -2.0 | 3.4 | -0.1 | -1.3 | 8.2 | -9.8 | -1.4 | 1.8 | 12.7 | -17.7
4 | O=C(NC1CCCCCCC1)c1ccco1 | 0.4 | -13.4 | 2.3 | -0.9 | 15.1 | -16.8 | -10.2 | -10.6 | -31.0 | 5.3 | 6.7
5 | O=C(COC(=O)c1cccc(F)c1)Nc1cccc(S(=O)(=O)N2CCOCC2)c1 | 3.4 | -4.6 | 0.4 | -0.5 | -13.8 | 0.5 | 4.2 | 7.1 | 3.3 | 9.2 | 15.9
6 | O=c1c2ccccc2nc2n1C(CSCc1ccc(Cl)cc1)CS2 (configuration not stated) | 1.5 | -1.9 | 7.6 | -1.2 | 4.4 | 18.0 | -3.9 | 17.3 | 42.4* | 7.9 | 22.9
7 | O=C(CN1C(=O)C2CC=CCC2C1=O)Nc1ccccc1N1CCCC1 (configuration not stated) | -0.5 | -13.6 | -4.3 | 3.5 | -7.9 | 7.3 | 1.7 | 10.8 | -13.5 | -2.4 | 9.2
8 | Cc1cc(C)n(CCCNCC(O)c2ccccc2)n1 (configuration not stated) | -2.4&0.8 | -0.4&1.2 | -2.5&0.1 | -4.2&4.7 | -6.4&-10.6 | 4.7&-36.0 | 3.6&6.3 | 3.5&-0.2 | -24.9&-15.0 | -8.7&-11.3 | 0.4&-4.5
9 | O=C(NCc1ccc(Cl)cc1)C1CCN(S(=O)(=O)c2cccc3nonc23)CC1 | 4.3 | 2.6 | -5.5 | 0.9 | 6.6 | 7.4 | -6.7 | 1.9 | 7.0 | -13.2 | -2.9
10 | O=C(Nc1ccc(F)cc1)c1cccc(N2C(=O)C3C4CCC(C4)C3C2=O)c1 (configuration not stated) | -1.5 | 8.3 | 4.2 | -6.2 | 2.5 | -17.0 | 10.1 | 11.3 | 7.3 | 18.7 | 11.4
11 | Cc1ccc(NC(=O)C[n+]2cc(-c3ccccc3)n3c2CCC3)cc1 | 0.3 | · | 4.3 | -13.5 | -25.3 | 1.7 | · | 12.4 | -6.7 | 11.4 | -9.7
12 | Cn1cc(C(=O)c2ccccc2C(=O)O)cc1C(=O)C(Cl)(Cl)Cl | 0.4 | 6.6 | 3.3 | 8.4 | 14.4 | 15.6 | -1.8 | 1.0 | 0.3 | -0.7 | -14.2
13 | CCCc1nnc(SCC(=O)NC2CCCC2)n1CCOC | -0.9 | 3.9 | 1.8 | -2.9 | 0.0 | -24.5 | 2.2 | 8.3 | -10.7 | 11.3 | 4.6
14 | Cn1cccc1C(=O)NCC(c1ccc(F)cc1)N1CCOCC1 (configuration not stated) | -0.7 | -2.4 | 14.3 | 2.1 | -1.7 | -19.0 | 5.1 | 1.9 | -20.1 | 8.2 | 1.9
15 | CCN(c1ccc(NC(=O)COC(=O)c2ccc(C)c(S(=O)(=O)N3CCOCC3)c2)cc1)C(C)C | -0.3 | 0.6 | -4.0 | 7.8 | 3.0 | 2.1 | -5.4 | 2.8 | -0.9 | 0.6 | -24.1
16 | Cc1ccc(S(=O)(=O)N2CCOCC2)cc1C(=O)N1CCc2ccccc21 | -1.5 | 12.1 | -4.5 | 4.3 | 0.0 | 5.3 | -17.1 | 3.5 | 1.2 | -3.4 | -7.0
17 | Cc1ccccc1OCC(O)Cn1c(Br)nc2c1c(=O)n(C)c(=O)n2C (configuration not stated) | 0.2 | -0.9 | 1.1 | -1.6 | -16.0 | -2.9 | -1.8 | 5.3 | -0.3 | 12.3 | 28.0
18 | Cc1ccc(-c2nn(CC(=O)NCc3ccco3)c(=O)c3ccccc23)cc1 | -0.4 | -2.3 | 2.8 | 11.5 | -0.2 | -5.5 | -13.1 | 4.5 | -4.4 | -2.2 | -15.9
19 | Cc1cc(C)c2ccc(/C=N/O)nc2c1O | 0.1 | -1.5 | -0.9 | -9.1 | -2.5 | 1.8 | 3.5 | -9.2 | -0.2 | 5.4 | -3.3
20 | CC(C)=CCC/C(C)=C/CNC(=O)C[C@H]1C[C@H](C(=O)N2CCCCC2)[C@@]2(CCc3ccccc3)c3[nH]c4ccc(Cl)cc4c3CCN2C1=O | 0.7 | 3.1 | -5.2 | 1.3 | -2.5 | 3.4 | -3.9 | 1.4 | 8.8 | -2.1 | -10.7
21 | COc1ccc(NC(=O)CSc2nnc(COc3ccccc3)n2Cc2ccco2)cc1OC | -1.3 | -14.3 | -3.2 | -11.3 | 2.0 | -8.2 | -5.8 | -2.3 | -5.5 | -3.7 | 0.2
22 | COc1cccc(NC(=O)CCNC(=O)c2ccccc2Cl)c1 | -3.3 | 4.7 | -3.3 | 6.1 | -2.1 | -17.4 | -5.9 | -1.0 | · | 7.9 | ·
23 | CCOC(=O)C1=C(C)NC(=O)NC1C(C)C (configuration not stated) | -2.5 | -5.2 | 7.1 | -8.8 | 2.4 | -4.2 | -0.3 | 1.1 | 0.1 | 0.3 | -19.1
24 | O=C(CCn1cccn1)N1CCCC(N2CCN(c3cccc(C(F)(F)F)c3)CC2)C1 (configuration not stated) | -2.3 | -7.4 | -0.3 | -14.8 | 8.0 | 7.6 | -7.0 | -1.9 | 3.4 | 15.9 | 3.4
25 | CC1CN(/C=C/C(=O)C(F)(F)F)CC(C)O1 (configuration not stated) | -0.3 | -3.5 | 2.7 | 5.9 | 12.3 | 5.0 | 9.5 | 10.3 | 18.1 | 21.2 | 13.5
26 | Cc1ccc(S(=O)(=O)N=S(CC2CC2(Cl)Cl)CC2CC2(Cl)Cl)cc1 (configuration not stated) | -0.1 | 1.1 | -10.1 | -6.7 | 19.7 | -6.5 | -5.1 | 6.8 | 10.4 | 18.8 | -8.6
27 | C=CCn1c(SCC)nc(O)cc1=O | 0.7 | 5.4 | -4.2 | 0.2 | -8.3 | -11.4 | -13.7 | 22.4 | 3.8 | -7.2 | -10.0
28 | O=C(O)c1cccc(S(=O)(=O)N2CCN(C(c3ccccc3)c3ccccc3)CC2)c1 | -2.6 | -8.2 | 0.3 | 10.3 | -15.2 | 0.8 | 10.7 | -0.7 | 7.2 | -5.3 | 5.4
29 | Cc1ccc(C(C)NC(=O)Cc2cccs2)cc1C (configuration not stated) | -2.5 | -0.8 | -2.5 | -5.8 | -7.2 | -14.6 | -19.9 | 0.4 | -7.5 | -13.7 | 3.6
30 | Fc1ccc(Nc2ncnc3sc4c(c23)CCC4)cc1 | 1.6 | 1.3 | -1.9 | 7.9 | 1.8 | 5.2 | -6.3 | 9.2 | -16.1 | 6.8 | -15.2
31 | C/C=C(\C)CN1CCC(Oc2cccc(C(=O)NCc3ccccn3)c2)CC1 | -2.4 | 9.3 | 5.7 | -1.6 | -2.2 | -2.3 | -10.0 | -6.4 | 7.9 | -0.2 | -7.8
32 | COc1ccc(S(=O)(=O)Nc2ccc3c(c2)N(C(C)=O)CCC3)cc1OC | -1.1 | 4.2 | 10.2 | -0.3 | -15.5 | 1.2 | 5.5 | 14.7 | 11.5 | -34.6 | -15.3
33 | COc1ccc(NC(=O)CSc2nnc(NC(=O)c3ccco3)s2)cc1 | -2.8 | 3.3 | 2.9 | 5.5 | -15.6 | -19.8 | -3.1 | -4.2 | -0.3 | -26.4 | 13.8
34 | COc1cc(-c2coc3c(C(=O)NCc4ccc(OC)c(OC)c4)cccc23)ccc1O | -1.4 | · | -2.3 | 2.0 | 38.3 | -5.5 | · | 4.4 | 66.6* | -0.8 | -8.1
35 | O=C1NC[C@@H](CCCCN2CCN(CCC3CCCCC3)C(=O)C2=O)N(Cc2ccccc2)C1=O | · | · | 3.8 | -8.6 | -12.1 | · | · | · | 7.7 | · | 1.9
36 | O=C(Nc1cc([N+](=O)[O-])ccc1F)C1CC1 | 3.2 | 6.8 | 8.8 | -8.6 | 14.7 | 5.8 | -0.1 | -0.5 | -14.5 | 9.7 | 4.7
37 | O=C(NC1CCC(O)CC1)c1ccc2c(c1)S(=O)(=O)N=C1CCCCCN12 (configuration not stated) | 0.1 | 5.3 | 8.7 | -10.1 | -46.5 | 15.6 | -6.5 | 3.4 | -17.2 | -23.6 | -7.5
38 | COC(=O)c1noc(-c2ccc(C)cc2)n1 | -0.7 | 4.0 | -5.4 | 0.2 | 9.7 | -19.5 | 3.0 | 10.1 | 26.9 | 6.4 | 4.3
39 | CCC(C)NC(=O)CSc1ccc(S(=O)(=O)N2CCN(Cc3ccccc3)CC2)cn1 (configuration not stated) | -2.4 | -2.7 | -3.5 | -5.8 | -6.6 | 1.0 | 5.7 | -0.5 | -3.8 | 16.2 | 13.8
40 | Cc1ccc(N(CC(=O)NCCSCc2ccco2)S(=O)(=O)c2ccc(F)cc2)cc1 | -2.1 | -6.8 | -2.6 | 1.9 | 0.4 | 3.5 | 2.3 | 19.1 | -4.7 | 4.3 | -10.5
41 | CC(=O)Nc1ccc(Cc2nc3ccccc3[nH]2)cc1 | -2.6 | 3.1 | -3.2 | -7.7 | 3.4 | -0.7 | -2.4 | 2.6 | -14.1 | -17.6 | -11.6
42 | CC(=O)c1c(C)[nH]c(C(=O)COC(=O)c2cc(S(=O)(=O)N(C)c3ccccc3)ccc2Cl)c1C | 2.0 | -7.4 | 6.6 | -12.3 | 13.3 | -1.9 | 0.3 | -2.0 | 11.9 | 17.2 | -9.7
43 | Cc1ccc(C(=O)N2CCCC(CCC(=O)N3CCN(c4ccccn4)CC3)C2)cc1 (configuration not stated) | -0.5 | 15.5 | -2.1 | 7.3 | 19.4 | 21.4 | -5.9 | 9.2 | 10.5 | 1.9 | 5.9
44 | COC(=O)C(Cc1ccccc1)NC(=O)CNC(=O)c1ccccc1OC (configuration not stated) | -0.6 | 2.7 | 4.1 | -0.1 | -14.6 | -11.8 | -5.7 | 13.2 | -5.9 | -6.8 | -11.9

The list is partial, so the mix of outcomes need not match the whole.
